Screening results: PubChem BioAssay, MTDP
RNase H inhibition: RNase H inhibition, HIV 1 Gag Pol polyprotein, FRET biochemical assay, screening (AID 372) | actives 0.77% (n = 100,000) | HIV-1 RT RNase H, FRET RNA/DNA substrate fluorescence; higher % means a stronger effect | inhibition, % at 10 µM, or IC50 in µM where a hit was titrated; in the data active = inhibition above about 50%
The depositor's hits bear a star.

The opening 5 records as a preview:
Results for COc1ccc(N(CC(=O)NCc2ccccc2)S(=O)(=O)c2ccc(C)c([N+](=O)[O-])c2)cc1 ?
RNase H inhibition: 4.0%

Results for COc1cc(OC)c(OC)cc1C=NN1CCN(c2ccc(Cl)cc2)CC1 ?
RNase H inhibition: 12.0%

How did Cc1ccc(C)c(NS(=O)(=O)c2ccc3c(c2)C(=NO)c2cc(S(=O)(=O)Nc4cc(C)ccc4C)ccc2-3)c1 do in these assays?
RNase H inhibition: 49.0%

How did O=C(N/N=C/c1ccccc1Cl)C(=O)N1CCCCC1 do in these assays?
RNase H inhibition: 7.0%

Results for Cc1ccc(C(=O)Nc2ccc(Cl)cc2)cc1[N+](=O)[O-] ?
RNase H inhibition: 0.0%

The listing, previewed entries included:
Results for COc1ccc(N(CC(=O)NCc2ccccc2)S(=O)(=O)c2ccc(C)c([N+](=O)[O-])c2)cc1 ?
RNase H inhibition: 4.0%

Results for COc1cc(OC)c(OC)cc1C=NN1CCN(c2ccc(Cl)cc2)CC1 ?
RNase H inhibition: 12.0%

How did Cc1ccc(C)c(NS(=O)(=O)c2ccc3c(c2)C(=NO)c2cc(S(=O)(=O)Nc4cc(C)ccc4C)ccc2-3)c1 do in these assays?
RNase H inhibition: 49.0%

How did O=C(N/N=C/c1ccccc1Cl)C(=O)N1CCCCC1 do in these assays?
RNase H inhibition: 7.0%

Results for Cc1ccc(C(=O)Nc2ccc(Cl)cc2)cc1[N+](=O)[O-] ?
RNase H inhibition: 0.0%

Results for O=C(NCCSCc1cccc(Cl)c1)c1ccc(CSc2ccccc2)cc1 ?
RNase H inhibition: 5.0%

What do the screens show for `COc1cc(C2NC(=S)NC(C)=C2C(=O)Nc2ccccc2OC)ccc1O` (centres undefined)?
RNase H inhibition: 23.0%

How did CCc1ccc(NC(=O)CCCOc2ccccc2)cc1 do in these assays?
RNase H inhibition: 0.0%

Results for CC(C)CCC(CCC(=O)O)NC(=O)c1ccccc1 (centres undefined) ?
RNase H inhibition: 2.0%

How did COc1c(Cl)ccc(Cl)c1C(=O)Nc1c(C)cccc1C(C)C do in these assays?
RNase H inhibition: 0.0%

How did O=c1oc(-c2cccs2)nc2cc(Cl)ccc12 do in these assays?
RNase H inhibition: 0.0%

Results for O=C(O)c1ccccc1C(=O)c1ccc(Cl)c(N2C(=O)C=CC2=O)c1 ?
RNase H inhibition: 29.0%

How did C=CCn1c(NCCO)nc2sc3c(c2c1=O)CCC3 do in these assays?
RNase H inhibition: 5.0%

Results for O=C(O)COc1ccccc1/C=C1\C(=O)NC(=O)N(c2ccc(Br)cc2)C1=O ?
RNase H inhibition: 8.0%

How did Cc1cc2c(c(=O)o1)C1(C(=O)Nc3cc(Br)c(C)cc31)C(C#N)=C(N)O2 (centres undefined) do in these assays?
RNase H inhibition: 17.0%

Reprinted from the part before: 4 entries, followed by the next part.
Results for O=C(O)c1ccccc1C(=O)c1ccc(Cl)c(N2C(=O)C=CC2=O)c1 ?
RNase H inhibition: 29.0%

How did C=CCn1c(NCCO)nc2sc3c(c2c1=O)CCC3 do in these assays?
RNase H inhibition: 5.0%

Results for O=C(O)COc1ccccc1/C=C1\C(=O)NC(=O)N(c2ccc(Br)cc2)C1=O ?
RNase H inhibition: 8.0%

How did Cc1cc2c(c(=O)o1)C1(C(=O)Nc3cc(Br)c(C)cc31)C(C#N)=C(N)O2 (centres undefined) do in these assays?
RNase H inhibition: 17.0%

What do the screens show for `O=C(N/N=C/c1ccc(/C=N/NC(=O)c2ccc([N+](=O)[O-])cc2)cc1)c1ccc([N+](=O)[O-])cc1`?
RNase H inhibition: 0.0%

What do the screens show for `CSc1ccc(/C=C(/NC(=O)c2ccc(C)cc2)c2nc3ccccc3[nH]2)cc1`?
RNase H inhibition: 9.0%

How did Cc1cccc(Cc2nnc(NC(=O)c3cccc(S(=O)(=O)N4CCOCC4)c3)s2)c1 do in these assays?
RNase H inhibition: 12.0%

How did O=C(/C=C/c1ccccc1)c1ccc2ccccc2c1O do in these assays?
RNase H inhibition: 18.0%

How did CCN(CC)c1ccc(C2CC(=O)C3=C(C2)Nc2ccccc2N(C(=O)CCC(=O)O)C3c2ccccc2)cc1 (centres undefined) do in these assays?
RNase H inhibition: 12.0%

How did CCOc1ccc(/C=N/NC(=O)C(=O)NCc2cccnc2)cc1 do in these assays?
RNase H inhibition: 0.0%

What do the screens show for `COc1ccc(C2C(C(=O)c3cccs3)=C(O)C(=O)N2c2nncs2)cc1` (centres undefined)?
RNase H inhibition: 4.0%

How did O=C1/C(=C\c2ccc(O)c(O)c2)SC(=S)N1Cc1ccccc1 do in these assays?
RNase H inhibition: 73.0%*

Results for Cc1cc(OCCOc2ccc([N+](=O)[O-])cc2/C=C2\SC(=S)N(C)C2=O)ccc1Cl ?
RNase H inhibition: 24.0%

What do the screens show for `CCCS(=O)(=O)c1c(S(=O)(=O)CCC)c2c3ccccc3ccn2c1C(N)=O`?
RNase H inhibition: 0.0%

What do the screens show for `O=C(Nc1ccc2c(c1)OCO2)c1cc([N+](=O)[O-])cc([N+](=O)[O-])c1`?
RNase H inhibition: 9.0%

Results for O=C(CN(Cc1ccccc1)S(=O)(=O)c1ccccc1)Nc1ccc(Cl)cc1Cl ?
RNase H inhibition: 13.0%

How did C=CCNC(=O)Nc1ccc2nc(-c3ccccc3)c(-c3ccccc3)nc2c1 do in these assays?
RNase H inhibition: 15.0%

What do the screens show for `CCCn1c2ccccc2c2nnc(SCC(=O)Nc3nc4ccc([N+](=O)[O-])cc4s3)nc21`?
RNase H inhibition: 28.0%

What do the screens show for `CCC(C)OC(=O)C1=C(C)NC2=C(C(=O)CC(c3ccc(Cl)cc3)C2)C1c1cc(OC)c(OC)c(OC)c1` (centres undefined)?
RNase H inhibition: 9.0%

What do the screens show for `CCCCOC(=O)c1ccc(NCN2C(=O)CSC2=O)cc1`?
RNase H inhibition: 14.0%

How did CCOc1ccc(NC(=O)CN(c2ccc(C)c(Cl)c2)S(C)(=O)=O)cc1 do in these assays?
RNase H inhibition: 3.0%

Results for CN(C)c1ccc(NC(=S)NC(=O)c2ccc(-c3ccccc3)cc2)cc1 ?
RNase H inhibition: 16.0%

What do the screens show for `O=C(Cc1ccccc1)NC1(Cc2ccc(O)cc2)CCCCC1`?
RNase H inhibition: 17.0%

What do the screens show for `N#C/C(=C\c1ccc(-c2ccccc2C(=O)O)o1)C(=O)Nc1ccccc1`?
RNase H inhibition: 0.0%

How did Cc1ccc2nc(-c3ccc(Cl)c(NC(=O)c4ccc(C)c([N+](=O)[O-])c4)c3)oc2c1 do in these assays?
RNase H inhibition: 38.0%

How did COc1c(Cl)cc(C(=O)Nc2ccc(N3CCCCC3)c(Cl)c2)cc1Cl do in these assays?
RNase H inhibition: 20.0%

What do the screens show for `CCOC(=O)c1c(N)n(-c2ccc(F)cc2F)c2nc3ccccc3nc12`?
RNase H inhibition: 5.0%

Results for Cc1ccc(-c2nc3ccccc3c(C(=O)Nc3ccc(F)cc3F)c2C)cc1 ?
RNase H inhibition: 6.0%

How did CCOC(=O)Nc1nnc(-c2ccc(OC)cc2)s1 do in these assays?
RNase H inhibition: 0.0%

What do the screens show for `C/C(=N\NC(=O)c1sc2ccccc2c1Cl)c1ccc(F)cc1`?
RNase H inhibition: 27.0%

What do the screens show for `CCOCCOC(=O)C1=C(C)NC2=C(C(=O)CCC2)C1c1ccc(I)cc1` (centres undefined)?
RNase H inhibition: 16.0%

Results for O=C(Nc1cccc(Cl)c1)OCCOc1ccccc1Br ?
RNase H inhibition: 32.0%

What do the screens show for `COc1cc(NS(=O)(=O)c2cccc([N+](=O)[O-])c2)cc(OC)c1`?
RNase H inhibition: 0.0%

How did COc1ccc(OC)c(Nc2nnc(-c3cc4cc(Cl)ccc4oc3=O)s2)c1 do in these assays?
RNase H inhibition: 13.0%

What do the screens show for `Cc1ccc(N2NC(=O)/C(=C/c3ccc(OCc4ccccc4)cc3)C2=O)cc1`?
RNase H inhibition: 11.0%

Results for O=C1NC(=O)N(Cc2ccco2)C(=O)/C1=C\c1ccc(-c2ccc(Cl)c(Cl)c2)o1 ?
RNase H inhibition: 41.0%

What do the screens show for `COc1cccc2cc(C(=O)Nc3cccc(C(C)=O)c3)c(=O)oc12`?
RNase H inhibition: 0.0%

How did COc1ccc(/C=C2/SC(=S)N(c3ccc([N+](=O)[O-])cc3)C2=O)c(OC)c1OC do in these assays?
RNase H inhibition: 1.0%

How did O=C(O)CC1S/C(=N/N=C/c2ccccc2O)N(c2ccc(O)cc2)C1=O (centres undefined) do in these assays?
RNase H inhibition: 11.0%

What do the screens show for `CCOC(=O)COc1ccc2oc(=O)cc(C)c2c1`?
RNase H inhibition: 9.0%

What do the screens show for `CC(C)(C)OC(=O)COc1cc2oc(=O)c3c(c2cc1Cl)CCC3`?
RNase H inhibition: 12.0%

How did COc1cc(/C=C/C(=O)c2ccc3c(c2)OCCO3)cc(OC)c1OC do in these assays?
RNase H inhibition: 7.0%

Results for COC(=O)c1ccc(NC(=S)NC(=O)/C=C/c2ccc(C)cc2)cc1 ?
RNase H inhibition: 46.0%

What do the screens show for `Cc1ccc2oc(-c3ccc(NC(=O)c4ccc(-c5cccc([N+](=O)[O-])c5)o4)cc3)nc2c1`?
RNase H inhibition: 40.0%

What do the screens show for `COC(=O)C(C)n1cnc2ccccc21` (centres undefined)?
RNase H inhibition: 0.0%

Results for O=c1[nH]c(=O)n(-c2ccc(F)cc2)c(O)c1C=Nc1ccc2c(c1)OCO2 ?
RNase H inhibition: 0.0%

What do the screens show for `Cc1nc2c([N+](=O)[O-])cc(Br)cc2c(=O)[nH]1`?
RNase H inhibition: 1.0%

How did CCCCN(CCCC)C(=O)/C=C/c1ccc2c(c1)OCO2 do in these assays?
RNase H inhibition: 7.0%

Results for Cc1ccc(/C(O)=C2/C(=O)C(=O)NC2c2ccc([N+](=O)[O-])cc2)cc1 (centres undefined) ?
RNase H inhibition: 17.0%

How did Cc1cccc(NC(=S)NC(=O)Cc2ccc(Cl)cc2)c1 do in these assays?
RNase H inhibition: 22.0%

What do the screens show for `CCC(=O)c1ccc(Br)cc1[N+](=O)[O-]`?
RNase H inhibition: 0.0%

What do the screens show for `COc1ccc(Cl)cc1NC(=O)CN(c1cccc2ccccc12)S(C)(=O)=O`?
RNase H inhibition: 6.0%

Results for c1ccc(-c2csc(-c3nc(-c4ccccc4)cs3)n2)cc1 ?
RNase H inhibition: 15.0%

What do the screens show for `NC(=S)N(C1=NCCCCC1)c1ccc(Br)cc1`?
RNase H inhibition: 8.0%

Results for CCOc1ccc(NC(=O)c2c(NC(=O)c3ccco3)sc3c2CCCC3)cc1 ?
RNase H inhibition: 4.0%

What do the screens show for `COc1ccc(/C=C(\C#N)c2ccc([N+](=O)[O-])cc2)c(OC)c1`?
RNase H inhibition: 22.0%

How did CC(Sc1ccc(Cl)cc1)C(=O)NCC1CCCO1 (centres undefined) do in these assays?
RNase H inhibition: 11.0%

Results for CCC(=NCCc1ccccc1)C1=C(O)CCC1=O ?
RNase H inhibition: 8.0%

Results for O=C(Nc1cccc(Br)c1)c1ccccc1 ?
RNase H inhibition: 9.0%

What do the screens show for `CC(C(=O)c1ccc(-c2ccccc2)cc1)[n+]1ccc2ccccc2c1` (centres undefined)?
RNase H inhibition: 14.0%

How did CC1(C)CC(NC(=S)Nc2ccc(F)cc2)CC(C)(C)N1 do in these assays?
RNase H inhibition: 0.0%

What do the screens show for `COC(=O)C1=C(C)N(C)C(C)=C(C(=O)OC)C1c1cccs1`?
RNase H inhibition: 0.0%

What do the screens show for `CC(=O)N=c1c(=O)c2c(c(=O)c1=Nc1ccccc1)NON2`?
RNase H inhibition: 20.0%

What do the screens show for `Brc1ccc(CN2CCN(c3ncccn3)CC2)s1`?
RNase H inhibition: 1.0%

Results for O=C(O)c1ccccc1C(=O)Nc1ccc2c(c1)C(=O)c1ccccc1C2=O ?
RNase H inhibition: 0.0%

What do the screens show for `Cc1nc2cc(-c3cccc(Cl)c3)[nH]n2c(=O)c1Cl`?
RNase H inhibition: 0.0%

Results for Cc1ccc(SCCNC(=O)CN(c2cccc(Cl)c2)S(=O)(=O)c2ccccc2)cc1 ?
RNase H inhibition: 11.0%

How did O=C(Nc1ccc(F)cc1)N1CCc2ccccc21 do in these assays?
RNase H inhibition: 10.0%

What do the screens show for `O=C(CSc1nc2ccccc2o1)Nc1ccccc1`?
RNase H inhibition: 15.0%

Results for COc1ccc(N2CCN(c3nc(Nc4ccc(C)c(Cl)c4)nc(OC)n3)CC2)cc1 ?
RNase H inhibition: 14.0%

Results for Oc1c(Br)cc(/C=N/Nc2nc3ccccc3s2)c(O)c1Br ?
RNase H inhibition: 15.0%

Results for Cc1c(C(=O)N2CCC(C(N)=O)CC2)sc(N)c1C#N ?
RNase H inhibition: 5.0%

What do the screens show for `Cc1ccc(C(C)C)c(COCC(O)CN2CC(C)CC(C)C2)c1` (centres undefined)?
RNase H inhibition: 9.0%

Results for CCCSc1nnc2c(n1)OC(c1ccccc1[N+](=O)[O-])Nc1ccccc1-2 (centres undefined) ?
RNase H inhibition: 3.0%

What do the screens show for `Cc1ccc(C2Nc3ccc(C(=O)c4ccccc4)cc3NC3=C2C(=O)CC(C)(C)C3)o1` (centres undefined)?
RNase H inhibition: 0.0%

What do the screens show for `COc1ccc(C(=O)NC(=S)Nc2ccc(-c3nc4ccccc4o3)c(O)c2)cc1`?
RNase H inhibition: 19.0%

What do the screens show for `Cc1ccc(-c2nc3cc(NC(=O)c4cc5ccccc5o4)ccc3o2)c(C)c1`?
RNase H inhibition: 0.0%

What do the screens show for `CC(C)(C)C(=O)Nc1cccc(C(=O)Nc2ccccc2O)c1`?
RNase H inhibition: 5.0%

How did COc1cccc(OC)c1C(=O)Nc1ccc(C)cc1C do in these assays?
RNase H inhibition: 0.0%

Results for CCN(CC)CCCNC(=O)c1cc2nc(-c3ccc(C)cc3)cc(C(F)(F)F)n2n1 ?
RNase H inhibition: 5.0%

What do the screens show for `O=C(NC(=S)Nc1cccc([N+](=O)[O-])c1)c1cccc(Br)c1`?
RNase H inhibition: 5.0%

Results for COc1ccc(OC)c(NC(=O)CN(c2cc(C)cc(C)c2)S(=O)(=O)c2ccccc2)c1 ?
RNase H inhibition: 0.0%

Results for CC(C)Oc1cccc(C(=O)Nc2ccc(N3CCN(C(=O)c4ccccc4)CC3)cc2)c1 ?
RNase H inhibition: 35.0%

How did CCCCOc1ccc(NC(=O)CSCC(=O)OCC)cc1 do in these assays?
RNase H inhibition: 6.0%

This is a subset; count on the stated rates, not on these rows.
